KLK7 zymogen act = proKLK7 (human) activation, primary screen. P49862. AID 652039. activation, % at 7 µM. actives 0.9% (n = 370,000). purified proKLK7, EDANS-DABCYL substrate fluorescence; 100% is mature enzyme control, 0% vehicle;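 active means activation above the mean of all tested compounds plus 3 SD, computed per campaign excluding outliers beyond control limits, cut at about 13% in these data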
SIAE primary = blocks human sialic acid acetylesterase; AID 1053197; actives 0.69% (n = 370,000); inhibition, % at 9.66 µM; SIAE FP-Rh probe binding, fluorescence polarization; Q9HAT2;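 active means inhibition above a cutoff: mean of compounds within the control limits plus 3 SD of those, cut at about 17% in these data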;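 further: 0% = plate median of compound wells and 100% = probe without SIAE protein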
PRMT1 FP inh = PRMT1 (human) inhibition, primary screen | Q99873 | recombinant PRMT1, activity-based probe fluorescence polarization | inhibition, % at 2.79 µM | actives 1.3% (n = 370,000) | AID 652257;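 active means inhibition above about 21% made by adding two undisclosed values, limit read from the data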
Target sequence (Q99873 whole entry, looked up): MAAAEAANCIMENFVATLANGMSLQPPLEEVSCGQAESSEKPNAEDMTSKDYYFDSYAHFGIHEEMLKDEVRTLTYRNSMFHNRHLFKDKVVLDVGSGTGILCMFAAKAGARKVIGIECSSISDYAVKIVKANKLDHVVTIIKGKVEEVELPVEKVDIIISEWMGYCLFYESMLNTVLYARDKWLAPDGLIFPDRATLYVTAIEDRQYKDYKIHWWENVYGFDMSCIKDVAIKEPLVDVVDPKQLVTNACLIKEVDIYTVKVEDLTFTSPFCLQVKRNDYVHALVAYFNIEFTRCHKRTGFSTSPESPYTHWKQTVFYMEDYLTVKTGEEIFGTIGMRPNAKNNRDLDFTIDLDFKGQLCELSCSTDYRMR
DDE Tn6 FP inh = DD(E)-Tn6 binding inhibition, primary FP screen; Fibrin DD(E) TRITC-Tn6 fluorescence polarization displacement; inhibition, % at 8.3 µM; actives 0.21% (n = 370,000); P02675;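 active means inhibition above a per-campaign cutoff: mean of compounds within control limits plus 3 SD, cut at about 15% in these data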;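 further: 0% = median of all compound wells on the plate and 100% = blocking peptide control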
Target sequence (P02675 whole entry, looked up): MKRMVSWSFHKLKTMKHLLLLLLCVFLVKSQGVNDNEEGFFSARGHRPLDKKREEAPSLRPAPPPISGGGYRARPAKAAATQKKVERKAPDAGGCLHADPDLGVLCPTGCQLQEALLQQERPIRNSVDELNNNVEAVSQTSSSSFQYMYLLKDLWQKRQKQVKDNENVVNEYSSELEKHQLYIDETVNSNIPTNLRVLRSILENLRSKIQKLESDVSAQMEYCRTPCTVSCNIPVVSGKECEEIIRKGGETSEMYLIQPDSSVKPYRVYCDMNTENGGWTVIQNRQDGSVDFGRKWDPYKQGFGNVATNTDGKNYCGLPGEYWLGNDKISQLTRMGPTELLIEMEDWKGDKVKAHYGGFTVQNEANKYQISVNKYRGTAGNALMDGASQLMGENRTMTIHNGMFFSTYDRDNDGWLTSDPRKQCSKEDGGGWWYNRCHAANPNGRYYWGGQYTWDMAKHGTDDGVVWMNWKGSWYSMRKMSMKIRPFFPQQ
UHRF1 binding = blocks human UHRF1 binding to methylated DNA; UHRF1 binding to methylated oligo, TR-FRET; Q96T88; actives 0.75% (n = 370,000); inhibition, % at 4.4 µM; in the data active means inhibition above about 21%;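 further: UHRF1 SRA domain binding a hemimethylated CpG hairpin DNA probe; 0% = median of test compound wells and 100% = reference inhibitor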
TCR CD3 inh = human TCR-CD3 binding inhibition; TAMRA-labeled TCR probe fluorescence, biochemical; inhibition, % at 9.4 µM; actives 0.37% (n = 360,000); AID 651800; in the data active means inhibition above about 19%;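 further: recombinant mutant TCR 2C K166C tagged with TAMRA read by polarization; 0% = receptor in buffer alone and 100% = receptor with positive control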
MBD2 DNA inh = inhibitors of human MBD2 binding to methylated oligonucleotide | TR-FRET | AID 686964 | actives 0.31% (n = 370,000) | inhibition, % at 4.4 µM | Q9UBB5; in the data active means inhibition above about 13%
TDP2 absorb = blocks human TDP2 phosphodiesterase activity. recombinant TDP2, T5PNP hydrolysis, p-nitrophenol absorbance 415 nm. inhibition, % at 12.8 µM. actives 0.34% (n = 370,000). AID 720702;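 active means inhibition above the mean of all tested compounds plus 3 SD, set per campaign, cut at about 25% in these data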;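 further: 0% = DMSO with enzyme and 100% = buffer with substrate but no TDP2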
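System: recombinant human TDP2 / Amount: 120 nM TDP2 per well / Also added: 5 mM T5PNP chromogenic substrate / Doses: 12.8 µM single point, 1% DMSO / Incubation: 2 h at 37 °C / Detection: p-Nitrophenol epi absorbance / Evaluation: % inhibition relative to enzyme-containing and enzyme-free wells / Repeats: singlicate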
DDE Tn7 FP inh = DD(E)-Tn7 binding inhibition, primary FP screen; P02675; FP displacement of FITC-Tn7 peptide from fibrin DD(E); 0% = median of compound wells per plate; inhibition, % at 8.3 µM; actives 0.13% (n = 370,000); AID 720508;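 active means inhibition above the mean of compounds falling within the control limits plus 3 SD of them, cut at about 14% in these data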;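 further: 0% = plate median of compound wells and 100% = 10 µM Aha-Tn7 peptide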
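assay system = human clot-derived fibrin DD(E) complex | quantity = Fibrin-DD(E) at 2 µM final | timing = 10 min preincubation, 3 h with tracer, room temperature | signal = fluorescence polarization | measure = percent inhibition | benchmarks = high control wells with 10 µM unlabelled Aha-Tn7 peptide (full inhibition) | replicates = singlicate testing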
LEDGF integ inh = blocks HIV-1 LEDGF/p75-dependent DNA integration | TR-FRET IN-LEDGF/p75 DNA integration, Eu/Cy5 | inhibition, % at 3.7 µM | actives 0.64% (n = 370,000) | AID 743269;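 active means inhibition above the screen-wide mean plus 3 SD, cut at about 13% in these data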;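 further: signal is the Cy5 over europium emission ratio at 671 and 618 nm; 0% = plate median of compound wells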
Numbers without * were called inactive.

Each structure is followed by: KLK7 zymogen act	SIAE primary	PRMT1 FP inh	DDE Tn6 FP inh	UHRF1 binding	TCR CD3 inh	MBD2 DNA inh	TDP2 absorb	DDE Tn7 FP inh	LEDGF integ inh
O=C(NCCc1ccc(F)cc1)C1CCC(=O)N(CC2CCCCC2)C1 (stereo not drawn)
 : -0.1	5	-1	-4	0	4	-6	0	-2	2
Cc1ccc(C(=O)NCCN2CCCC2)cc1
 : -0.4	-4	-3	7	7	3	-2	-7	-3	3
COc1ccc(/C=C2\SC(=S)N(CC(=O)NNC(=O)c3ccncc3)C2=O)cc1
 : 0.2	0	5	4	1	8	-1	6	5	0
COc1ccc(C(=O)Nc2cc3c(cc2C#N)OCO3)cc1S(=O)(=O)NCc1ccco1
 : -0.2	6	4	7	2	-2	5	5	5	1
COC(=O)Nc1ccc(Oc2ccccc2)cc1
 : -0.6	5	4	0	3	3	3	-6	5	3
O=C1NC(=O)C(c2ccccc2)(c2ccccc2)N1S(=O)(=O)c1ccccc1
 : 0.4	-1	-3	2	12	3	-5	-7	-9	5
CCN1c2ccccc2S(=O)(=O)c2ccccc21
 : -0.5	4	0	0	0	1	2	17	-9	1
COCC1CCCN(C(=O)c2ccc3nc(Cc4cccc(Cl)c4)oc3c2)C1 (stereo not drawn)
 : -0.4	3	3	-4	3	-2	-1	-4	-1	-7
O=C1COc2ccccc2N1Cc1ccc(Cl)cc1
 : 0.4	-1	7	4	1	2	5	-21	6	-1
Cc1ccc(S(=O)(=O)CCC(=O)Nc2ccc3c(c2)OCO3)cc1
 : -0.3	2	5	-3	0	-9	2	-2	6	2
COc1ccc(CC(=O)N/N=C/c2cc(Br)cs2)cc1OC
 : -0.5	9	-5	-5	-2	9	-5	-21	-6	2
CCOc1cc(S(=O)(=O)N2CCN(Cc3ccccc3)CC2)ccc1Br
 : -0.2	1	4	1	4	-6	6	-5	2	2
O=C(Cc1ccc(NC(=O)C2CCCN(C(=O)C3CCC3)C2)cc1)Nc1ccc(C(=O)N2CCOCC2)cc1 (stereo not drawn)
 : -0.5	5	-4	8	-1	2	-4	1	4	2
COCCNc1ccnc2c(Cl)cccc12
 : -0.7	-2	4	7	5	-5	1	-8	-2	-8
CCOC(=O)C1=C(O)C(=O)N(c2ccc(S(N)(=O)=O)cc2)C1c1ccc(Cl)cc1 (stereo not drawn)
 : 0.9	2	2	-4	0	-2	3	13	-8	0
O=S(=O)(Nc1cccc(-c2nc3cccnc3s2)c1)c1ccc2c(c1)CCCC2
 : 0.2	-71	-3	-3	1	-5	-4	-11	-9	0
COc1ccc(N2CC(C(=O)NNC(=O)c3ccc(Br)cc3)CC2=O)c(OC)c1 (stereo not drawn)
 : -0.2	2	2	-1	0	-9	3	9	10	-5
COc1ccc(Cc2cc(NCc3ccccc3)c3ncn(C(C)C)c3c2)cc1
 : 0.1	16	1	-2	-1	0	0	-8	0	-1
COc1cc(-c2c(CCO)sc3ccccc23)cc(OC)c1OC
 : 0.9	-1	-3	-6	1	-4	1	-3	-6	1
CCC(=O)Nc1cccc(NC(=O)CSc2nnc(C(C)C)n2CC)c1
 : -0.2	8	-1	7	-1	3	-4	-4	-3	2
O=C(NCc1ccccc1)C(c1ccc(F)cc1)N(Cc1cccs1)C(=O)c1cnccn1 (stereo not drawn)
 : 0.1	0	1	0	1	4	0	-3	-2	6
COc1ccccc1CNC(=O)c1ccncc1
 : -0.4	-3	3	-1	1	4	-3	-6	6	-3
CCCOP(=O)(OCCC)C1(Nc2ccc(C)cc2)CCCCC1
 : -0.3	-4	-1	7	0	4	0	-14	1	1
Cc1ccc(/C=C/C(=O)O)cc1S(=O)(=O)NCc1cccnc1
 : -0.7	-3	4	5	2	-4	3	0	7	-1
O=C(O)CCc1ccc(-c2cccs2)n1Cc1ccco1
 : 2.9	4	8	5	3	2	2	1	5	10
COc1ccc(NS(=O)(=O)c2ccc3c(c2)CCCN3C(C)=O)cc1
 : 0.2	11	-5	7	1	5	0	10	11	0
Fc1ccc(C(c2nnnn2Cc2cccs2)N2CCN(c3ccccc3)CC2)cc1 (stereo not drawn)
 : 0.2	-2	0	-1	-1	-6	3	-3	0	1
CC(OC(=O)C(C)N1C(=O)C2C3C=CC(C4CC34)C2C1=O)C(=O)c1ccccc1 (stereo not drawn)
 : -0.7	9	-2	2	0	2	-3	5	1	1
O=C(CN1CCCC1c1ccc2c(c1)OCCO2)NC(=O)Nc1ccccc1F (stereo not drawn)
 : 0.3	3	4	3	5	-14	3	-1	6	-4
COc1ccccc1CNC(=O)c1n[nH]c2ccccc12
 : 0.2	4	-3	3	-2	6	-2	17	-2	0
CCOc1cc(NC(=O)c2ccco2)c(OCC)cc1NC(=O)COc1ccccc1C
 : 0.5	5	0	2	2	-8	4	2	4	2
COc1cccc(/C=N/NC(=S)NCc2ccco2)c1OC
 : -0.7	8	0	4	1	0	2	-13	5	-6
COc1ccccc1-c1cc(C(=O)N/N=C/C=C/c2ccccc2[N+](=O)[O-])c2ccccc2n1
 : -1.1	-20	-2	8	0	-2	-7	3	-12	0
CCC(C)[C@H](N)C(=O)NC[C@H]1CC[C@H](C(=O)N[C@@H](Cc2ccccc2)C(=O)O)CC1 (stereo partly drawn)
 : -0.2	-3	3	1	2	-3	2	8	0	-3
O=C(O)COc1ccc2c3c(c(=O)oc2c1)CCCC3
 : 0.1	4	0	2	0	7	-1	-3	-3	0
O=C(NCc1ccco1)C1C(=O)Nc2ccccc2C(=O)N1C1CCCCC1 (stereo not drawn)
 : 0.6	-1	9	-1	-2	5	1	7	-1	4
CC(=O)Nc1nonc1-c1nc2ccccc2n1CCC(C)C
 : -0.1	0	3	-1	-2	-5	4	-2	4	1
COc1ccc(C2/C(=C(/O)c3ccccc3)C(=O)C(=O)N2CCN2CCOCC2)c(OC)c1 (stereo not drawn)
 : 0.1	2	2	-6	-3	4	-4	13	0	0
CCN(CC(=O)NCc1ccc(F)cc1)C(=O)/C=C/c1ccco1
 : -0.5	-3	2	6	0	-1	-4	0	0	0
Cc1cc(-n2c(SCC(=O)NCCC3=CCCCC3)nc3n[nH]c(C)c3c2=N)ccc1Cl
 : 0.2	-2	1	-9	-2	4	3	12	1	3

Grouped by structure: those above containing a thiophene ring, fused or not.
Each structure is followed by: KLK7 zymogen act	SIAE primary	PRMT1 FP inh	DDE Tn6 FP inh	UHRF1 binding	TCR CD3 inh	MBD2 DNA inh	TDP2 absorb	DDE Tn7 FP inh	LEDGF integ inh
COc1ccc(CC(=O)N/N=C/c2cc(Br)cs2)cc1OC
 : -0.5	9	-5	-5	-2	9	-5	-21	-6	2
COc1cc(-c2c(CCO)sc3ccccc23)cc(OC)c1OC
 : 0.9	-1	-3	-6	1	-4	1	-3	-6	1
O=C(NCc1ccccc1)C(c1ccc(F)cc1)N(Cc1cccs1)C(=O)c1cnccn1 (stereo not drawn)
 : 0.1	0	1	0	1	4	0	-3	-2	6
O=C(O)CCc1ccc(-c2cccs2)n1Cc1ccco1
 : 2.9	4	8	5	3	2	2	1	5	10
Fc1ccc(C(c2nnnn2Cc2cccs2)N2CCN(c3ccccc3)CC2)cc1 (stereo not drawn)
 : 0.2	-2	0	-1	-1	-6	3	-3	0	1

The listing continues.
Each structure is followed by: KLK7 zymogen act	SIAE primary	PRMT1 FP inh	DDE Tn6 FP inh	UHRF1 binding	TCR CD3 inh	MBD2 DNA inh	TDP2 absorb	DDE Tn7 FP inh	LEDGF integ inh
COC(=O)c1ccc2c(c1)NC1=C(C(=O)CC(C)(C)C1)C(c1ccncc1)N2 (stereo not drawn)
 : -0.4	1	-1	-5	-4	-4	-3	10	0	3
C=C(c1cn(C(C)=O)c2ccccc12)c1cn(C(C)=O)c2ccccc12
 : -0.8	-7	-1	4	4	-13	-2	-11	-6	1
O=C(O)C1C2C=CC(C2)C1C(=O)Nc1ccc(C(=O)N2CCCCC2)c(Cl)c1 (stereo not drawn)
 : -0.7	0	-1	0	0	-3	-1	7	5	-3
COc1cc(Cl)c(C)cc1NC(=O)CSc1nc2ccccc2o1
 : -0.3	-1	-2	5	2	3	1	4	-3	0
COCCNC(=O)COC(=O)c1nsc(Cl)c1Cl
 : 0.0	-4	-1	-1	0	4	2	-7	-7	0
COc1ccc(-c2cc(C(F)F)nc(-n3nc(C)cc3C)n2)cc1
 : -1.6	0	1	6	0	7	1	2	7	-1
COC(=O)c1nc(NNC(=O)c2ccccc2)sc1-c1ccccc1
 : 0.4	4	43*	-5	1	-6	1	-23	-2	0
COc1ccc(OCCN2CCC(C(=O)NC(c3ccc(F)cc3)c3ccc4ccccc4n3)CC2)cc1 (stereo not drawn)
 : 1.7	5	-4	0	-1	2	-5	-4	-4	1
Cc1cc(C(=O)NCCCn2ccnc2)cs1
 : -0.3	-1	-1	0	4	-1	2	-16	1	4
COc1ccc(S(=O)(=O)N(CC(=O)NCc2ccco2)C2CCCCC2)cc1OC
 : -0.2	5	4	3	3	-2	5	4	-3	-4
CC(C)c1nc2n[nH]c(N)c2c2c1CSC(C)(C)C2
 : -0.3	0	1	-5	9	7	-7	-1	3	-2
O=C(CN1CCC(C(O)(c2ccccc2)c2ccccc2)CC1)Nc1ccccc1
 : 0.2	1	-1	3	1	6	0	-8	-4	2
O=C1CSc2ccccc2N1Cc1ccccc1F
 : -0.1	6	-1	1	-1	4	-7	5	1	3

Compound activity: PubChem BioAssay, The Scripps Research Institute Molecular Screening Center
